# From PubChem BioAssay
# hERG WT inh – blocks the wildtype human KCNH2 potassium channel; Q12809; U2OS, BacMam KCNH2, thallium flux FluxOr; active compounds read low; activity change, % at 1.84 µM; 340,000 tested, 0.37% active; AID 720551;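 active = maximum activity change below -70%; inconclusive = maximum activity change between -70% and -50%; inactive = maximum activity change above -50%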; also: % is scaled to controls: 0 for no effect and ±100 for the full control effect
#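 U2OS cells were transduced with wild-type KCNH2 virus (2.03 x 10^8 / mL) for 4 h at room temperature, then cultured overnight at 37 C. Thallium flux was read with FluxOr dye. Rate constants were normalized to DMSO controls.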
# MBNL1 CUG block – inhibitors of human MBNL1 binding to CUG repeat RNA; Potency, µM (top dose mostly 57.5 µM), inactives show at the highest dose activity change, negative = inhibition, hits mostly inhibitors; AID 2675; 280,000 tested, 0.036% active; TR-FRET MBNL1-His/biotin-(CUG)12 binding, 665/545 ratio; active = well fitted inhibition curve with a large enough effect in the signal ratio, with a control signal flat, not every such curve was filed as active; inconclusive = small, poorly fitted or top-dose-only effect, or effect the other way, or a change in a side signal; inactive = no such curve, though single readings can be large or run the other way; the % refers to the signal ratio; also: potency is read from the fitted curve at half-maximal effect; % is scaled to controls: 0 for no effect and ±100 for the full control effect
#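 Ratiometric TR-FRET (665 over 545 nm, excitation 340 nm) tracks disruption of MBNL1-His/biotin-(CUG)12 complex after 60 min at room temperature, with compounds at 92 nM to 58 uM final.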
# TRPV1 agonist – human TRPV1 agonism. Q8NER1. TRPV1-expressing cells, Fluo-8 calcium influx, agonist mode. activation, % at 8.33 µM. 320,000 tested, 0.19% active. AID 540275; in the data active = activation above about 80%; inconclusive = between about 30% and that limit; also: 0% is about no effect
#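 Cells expressing TRPV1 were dye-loaded with Fluo-8 and read kinetically: 10 s baseline, 3 min after compound (agonist portion), then 2 min after EC20 capsaicin (allosteric enhancer portion). Calcium-bound dye fluorescence at 480/520 nm.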
# CXXC DNA block – inhibitors of human MLL CXXC domain-DNA interaction. Q03164. MLL-CXXC / FITC-HOXA9 DNA fluorescence polarization. Potency, µM (series often up to 115 µM), for inactives: at the highest dose activity change, negative = inhibition, actives largely listed as inhibitors. 290,000 tested, 0.037% active. AID 2662; active = well fitted inhibition curve with a large enough effect in the polarisation, with a control signal flat, not every such curve was filed as active; inconclusive = small, poorly fitted or top-dose-only effect, or effect the other way, or a change in a side signal; inactive = no such curve, though single readings can be large or run the other way; the % refers to the polarisation; also: potency is read from the fitted curve at half-maximal effect
#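 Steps: dispense CXXC domain solution (7 uM) → pin compounds or unlabeled HOX-A9 DNA control → 5 min ambient → add FLSN-HOX-A9 solution (50 nM) → spin → 30 min ambient → fluorescence polarization. Tris pH 7.5/NaCl/DTT/BSA buffer.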
# Integrin act MD – integrin-mediated muscular dystrophy alleviation activation; alpha7betagal myoblasts, beta-gal FDG fluorescence, 48 h; Potency, µM (highest dose often 38.3 µM), for the others: at the highest dose activation, hits mostly activators; 350,000 tested, 0.064% active;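 also: potency is read from the fitted curve at half-maximal effect; 100% = response of the positive control SU9516; nearly all actives have a fitted effect of over 60% in size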
#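 alpha7betagal+/- myoblasts (passage 13, 250/well) treated 48 h at 37C with compounds at 1:260 dilution of DMSO stock. Lysed, then beta-galactosidase activity read as FDG fluorescence (ex 480/em 540) after 30 min, with pre-read for autofluorescence.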
# GALK inhibitor – blocks human galactokinase activity; 270,000 tested, 0.007% active; Purified GALK, Kinase-Glo residual ATP luminescence; P51570; Potency, µM (series often up to 57.5 µM), inactives show at the top dose activity change, negative = inhibition, actives largely listed as inhibitors; also: potency is read from the fitted curve at half-maximal effect; % is scaled to controls: 0 for no effect and ±100 for the full control effect
# Target sequence (P51570 whole entry, looked up): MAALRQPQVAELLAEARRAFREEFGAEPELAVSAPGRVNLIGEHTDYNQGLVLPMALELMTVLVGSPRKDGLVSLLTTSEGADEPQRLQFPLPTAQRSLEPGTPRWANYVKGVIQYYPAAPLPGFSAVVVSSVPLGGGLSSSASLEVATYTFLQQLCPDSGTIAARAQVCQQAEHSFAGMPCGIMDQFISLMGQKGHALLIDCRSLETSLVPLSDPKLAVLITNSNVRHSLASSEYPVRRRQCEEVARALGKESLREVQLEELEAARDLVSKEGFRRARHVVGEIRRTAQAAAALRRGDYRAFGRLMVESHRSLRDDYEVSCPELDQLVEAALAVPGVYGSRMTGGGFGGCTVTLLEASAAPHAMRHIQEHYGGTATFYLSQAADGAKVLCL
#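 Luminescence from leftover ATP (Ultra-Glo luciferase/luciferin) served as read-out after a 1 h room-temperature reaction of 5 nM GALK with 35 uM ATP and 100 uM galactose.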
# ASM inhibitor – blocks human secretory acid sphingomyelinase; Potency, µM (doses to about 57.5 µM), for the others: top-dose activity change, negative = inhibition, actives largely listed as inhibitors; 340,000 tested, 0.006% active; placental ASM, HMU-PC fluorogenic substrate, 60 min; also: potency is read from the fitted curve at half-maximal effect
# Target sequence (P17405 47-631 limits assumed): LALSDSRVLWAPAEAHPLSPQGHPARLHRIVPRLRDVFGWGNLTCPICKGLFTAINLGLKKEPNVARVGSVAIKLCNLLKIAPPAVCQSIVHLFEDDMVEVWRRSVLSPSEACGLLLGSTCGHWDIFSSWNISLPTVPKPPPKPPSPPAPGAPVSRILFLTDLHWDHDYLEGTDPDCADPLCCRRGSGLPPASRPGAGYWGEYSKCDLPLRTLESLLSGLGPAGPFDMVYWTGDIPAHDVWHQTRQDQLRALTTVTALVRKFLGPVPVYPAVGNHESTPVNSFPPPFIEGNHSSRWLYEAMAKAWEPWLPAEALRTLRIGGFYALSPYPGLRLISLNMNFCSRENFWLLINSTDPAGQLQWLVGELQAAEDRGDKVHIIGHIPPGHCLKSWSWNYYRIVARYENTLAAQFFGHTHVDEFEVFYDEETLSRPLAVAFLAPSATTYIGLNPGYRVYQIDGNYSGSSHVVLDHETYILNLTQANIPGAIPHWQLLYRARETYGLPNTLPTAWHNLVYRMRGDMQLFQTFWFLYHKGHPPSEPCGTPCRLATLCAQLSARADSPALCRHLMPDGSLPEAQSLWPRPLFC
#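 Human placenta-derived ASM enzyme was preincubated with compound for 10 minutes at room temperature, then given fluorogenic substrate HMU-PC0 (9 uM final) for 60 minutes at 37 °C; a pH 10 stop preceded fluorescence reading at Ex 386/Em 447 nm.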
# A-T KAP1 phos – potential ataxia-telangiectasia treatments restoring KAP-1 phosphorylation. […] A-T fibroblasts, KAP-1 phosphorylation AlphaLISA; neocarzinostatin DNA damage 30 min before lysis. Potency, µM (titrated, usually from 57.5 µM), for inactives: top-dose activation, actives largely listed as activators. 320,000 tested, 0.19% active. AID 485349; also: potency is read from the fitted curve at half-maximal effect; % of control where 0% means no effect; nearly all actives have a fitted effect of over 45% in size
#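 hTERT-immortalized A-T patient fibroblasts ([…]), 500 cells/well in OPTI-MEM, 1% FBS, got compounds for 60 min, then NCS for 30 min at 37C. Lysates were then assayed for phospho-KAP-1 by AlphaLISA (anti-pKAP1 donor, anti-KAP1 acceptor beads), 6 hr at 25C.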
# FBPA coupling cs – coupling enzyme interference in Giardia aldolase counter-screen; coupling enzyme system counterscreen, AmpLite Red fluorescence; activity change, negative = inhibition, % at 58.2 µM, hits read low; 290,000 tested, 0.67% active; AID 2472; in the data active = activity change below about -30%; also: % is scaled to controls: 0 for no effect and ±100 for the full control effect
#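 Counterscreen lacking aldolase: glyceraldehyde-3-phosphate coupling-enzyme reagent preincubated 10 min at RT with compound (at 57.5 uM final), then substrate/coupling system with AmpLite Red added; fluorescence read at 525/598 nm after 20 min RT.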
# KCNH2 3.1 block – KCNH2 3.1 (human) potassium channel inhibition; U2OS KCNH2 3.1, thallium flux FluxOr; active compounds read low; activity change, % (tested at about 1.8 µM); 340,000 tested, 0.95% active;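 active = maximum activity change below -70%; inconclusive = maximum activity change from -70% to -50%; inactive = maximum activity change above -50%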;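 also: thallium influx rate constant from kinetic fluorescence after stimulation buffer; % is scaled to controls: 0 for no effect and ±100 for the full control effect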
#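 Thallium flux via FluxOr fluorescence (Red40 quencher, 45 min loading) in U2OS cells virally expressing the KCNH2 3.1 isoform (1.77 x 10^8 /mL virus, overnight at 37 C). Rate constants from 2-min kinetic reads post-stimulation, normalised to positive and negative controls.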
# An asterisk follows results filed as active; ? = inconclusive; nt = not tested or not shown; [ ] = another dose, or the depositor's remark. Unless noted, calls follow the shape of the dose curve; as a rule, active = well fitted curve in the direction sought with a large enough effect; inconclusive = small, poorly fitted or top-dose-only effect, or another doubt; inactive = no such curve, though single readings can be large; an effect the other way counts as inactive or inconclusive.
SMILES,hERG WT inh,MBNL1 CUG block,TRPV1 agonist,CXXC DNA block,Integrin act MD,GALK inhibitor,ASM inhibitor,A-T KAP1 phos,FBPA coupling cs,KCNH2 3.1 block
CCN(CC)C(=O)[C@H]1C[C@H](CC(=O)NCCCN(C)C)C(=O)N2CCc3c([nH]c4ccc(Cl)cc34)[C@]12C,4,nt,nt,nt,-18%,nt,5%,0%,nt,5
CC(CNC(=O)CN1C(=O)COc2ccc(S(=O)(=O)N3CCCCC3)cc21)c1ccccc1 (stereo not drawn),12,4%,-1,-11%,-11%,7%,0%,2%,nt,-10
Cc1ccc(NC(=O)CCC(=O)c2cccs2)c(Br)c1,1,1%,2,?,-2%,3%,2%,-3%,-5,-8
COc1cc(/C=C/C(=O)O)cc(S(=O)(=O)Nc2ccccc2Oc2ccccc2)c1OC,-8,2%,-1,-3%,20%,-1%,7%,-3%,4,-5
CCN(CC)C(=S)SCC(=O)Nc1nc(=O)c2ccccc2s1,0,1%,0,7%,-35%[inhibitor],-3%,2%,-6%,3,13
Cc1c(C(=O)OCC(=O)N2C(C)CCCC2C)oc2ccccc12 (stereo not drawn),5,6%,19,-12%,-13%,-5%,-1%,-4%,nt,12
CCN(C(=O)CN1C(=O)NC(CCSC)C1=O)C1CCS(=O)(=O)C1 (stereo not drawn),-7,nt,1,nt,6%,nt,-4%,-7%,nt,8
CCn1c(CCC(=O)Nc2nc3c(s2)CCCC3)nc2cc(S(=O)(=O)N(C)C)ccc21,2,-4%,10,3%,-37%,-3%,-9%,-14%,0,8
CC(C)(C)OC(=O)C(Cc1ccc(OC(C)(C)C)cc1)NC(=O)CNC(=O)OCc1ccccc1 (stereo not drawn),1,-10%,?,2%,-28%,nt,-7%,-5%,-3,-15
Cc1nnc(SCC(=O)N2CC(=O)Nc3ccccc32)n1Cc1ccccc1,-4,3%,4,6%,10%,-1%,1%,-10%,2,-3
COc1ccc(NC(=O)c2cccnc2SC)cc1S(=O)(=O)N1CCCCC1,0,?,-4,6%,-8%,0%,0%,-2%,-4,-7
CN1CCN(CC(O)COc2ccccc2)CC1 (stereo not drawn),-4,-3%,-4,-7%,-11%,0%,-1%,3%,2,-3
COc1ccc(-c2nnc(NC(=O)c3ccco3)s2)cc1,-5,4%,0,19%,13%,17%,-5%,2%,-2,-12
CCN(CC)CC(=O)Nc1ccc(C)cc1Br,3,-7%,7,-2%,10%,-3%,0%,4%,3,2
CC(NC(=O)/C(C#N)=C/c1ccco1)c1ccccc1 (stereo not drawn),2,21%,18,-8%,-8%,0%,5%,13%,0,-2
CC(=O)NCC1CCCN(C(=O)c2ccc(OC3CCN(Cc4ccccn4)CC3)cc2)C1 (stereo not drawn),14,2%,-1,13%,?,-1%,0%,8%,nt,-14
COc1ccc(C2=NS(=O)(=O)N(C)C(C(=O)N3CCOCC3)=C2)cc1,-3,21%,-1,nt,16%,nt,48%[activator],12%,2,-6
COc1ccc(CCNC(=O)CSc2nc(O)c(CC(C)C)c(=O)[nH]2)cc1OC,-5,-8%,-1,1%,20%,0%,1%,-19%,-2,5
COc1ccc(CN2C(=O)NC(C)(c3ccc(C)cc3)C2=O)cc1F (stereo not drawn),-6,-5%,?,-1%,3%,1%,0%,15%,-2,2
O=C1CSC(=Nc2ccc(Cl)cc2)N1Cc1cccnc1,-13,nt,nt,-10%,1%,0%,-2%,2%,-5,-21
COCCCN(CC(=O)O)S(=O)(=O)c1ccccc1,-6,-1%,1,0%,-4%,15%,0%,2%,1,11
O=C(CN1CCN(CC(=O)Nc2ccccc2Cl)CC1)Nc1ccc2c(c1)OCCO2,-1,-7%,0,1%,-28%,5%,4%,-5%,1,-19
Cc1ccccc1C(=O)Oc1ccc(-c2csnn2)cc1,-15,-1%,4,70%[activator],9%,-3%,-5%,18%,-2,-1
CC(=O)N1CCN=C1SCc1ccc(C(F)(F)F)cc1,-3,-2%,10,5%,29%,2%,4%,-2%,nt,0
O=S(=O)(N/N=C/c1ccc(N2CCOCC2)cc1)c1ccc(Br)cc1,-4,12%,2,7%,-17%,-2%,-1%,-4%,3,-1
# Additional results
SMILES,hERG WT inh,MBNL1 CUG block,TRPV1 agonist,CXXC DNA block,Integrin act MD,GALK inhibitor,ASM inhibitor,A-T KAP1 phos,FBPA coupling cs,KCNH2 3.1 block
CCc1ccc(C(=O)/C=C/c2ccc([N+](=O)[O-])o2)cc1,-11,?,13,-9%,-62%[inhibitor],0%,-8%,nt,-3,-9
O=C(Cn1ncc(Cl)c(Cl)c1=O)c1ccc2c(c1)OCCO2,21,nt,nt,nt,-53%[inhibitor],nt,1%,-2%,nt,7
CC1CCCN(C(C(=O)NC2CCCCC2)c2cc3c(cc2[N+](=O)[O-])OCO3)C1 (stereo not drawn),-4,nt,20,-6%,0%,0%,-2%,nt,2,2
COc1ccccc1CC(=O)NC1CCN(Cc2ccccc2)CC1,12,3%,1,6%,-13%,-1%,0%,1%,-2,20
COc1ccc(N2CCN(CC(O)COc3cc(C)cc(C)c3)CC2)cc1 (stereo not drawn),12,-9%,17,-6%,-22%,0%,-2%,-12%,0,0
CCCNC(=O)/C(=C/c1cn(S(=O)(=O)N(C)C)c2ccccc12)NC(=O)c1ccc(OC)cc1,5,10%,18,-5%,-12%,0%,-1%,0%,3,-21
O=C1c2ccccc2C(Nc2ccc(S(=O)(=O)N3CCCCC3)cc2)N1c1ccccn1 (stereo not drawn),-7,7%,11,5%,18%,0%,-7%,1%,-4,-5
O=C(Nc1ccccc1)C1=C[C@@H](c2ccc(Br)cc2)C[C@@H](OCCCCO)O1,-8,?,0,28%,14%,-1%,-14%,nt,-4,-3
CCOc1ccccc1NC(=S)NC1CC2CCC1C2 (stereo not drawn),2,-6%,1,1%,13%,2%,3%,19%,3,-7
CN1CCN(CC(=O)N/N=C\c2c[nH]c3ccccc23)CC1,nt,-14%,7,6%,nt,2%,nt,nt,-14,nt
COc1cc(OC)c(N(C)S(=O)(=O)c2cccc(C(=O)NC(C)C3CC4CCC3C4)c2)cc1Cl (stereo not drawn),0,-8%,3,1%,-4%,-2%,-2%,-9%,2,2
O=C(COC(=O)/C=C/c1cccc(C(F)(F)F)c1)NC1CCCCCC1,-8,nt,-2,nt,-32%,nt,1%,-5%,nt,-17
Nn1c(SCc2ccc(F)cc2)nnc1-c1ccncc1,5,-6%,-3,3%,7%,12%,3%,-4%,1,7
O=C(NC1CCCCC1)C(c1ccc2ncccc2c1)N(Cc1ccc(F)cc1)C(=O)c1cccs1 (stereo not drawn),-25,11%,?,7%,-40%,1%,-5%,-2%,2,-35
CCOC(=O)c1c(O)c2ccccc2n(-c2ccccc2)c1=O,4,-8%,-2,-4%,-2%,1%,1%,5%,-9,17
CCOC(=O)Cn1nc(-c2ccc(F)cc2)oc1=O,-14,-1%,3,9%,-22%,1%,-1%,nt,-2,-8
O=C(Cn1c(=O)n(Cc2ccco2)c(=O)c2ccccc21)Nc1cccc(Cl)c1,7,9%,-3,-6%,-17%,1%,?,11%,-2,-18
O=C(c1ccco1)N1CCN(S(=O)(=O)c2ccc3c(c2)OCCO3)CC1,-1,-1%,0,1%,-3%,-2%,1%,1%,4,-4
Cc1ccc(C(=O)O/N=C/c2c(C(F)(F)F)nn(C)c2Sc2ccc(Cl)cc2)cc1,-6,-7%,-2,4%,-28%,-1%,-3%,4%,-3,-6
CCN(C(=O)CSc1cc(C)c2ccccc2n1)c1c(N)n(Cc2ccccc2)c(=O)[nH]c1=O,nt,-2%,9,1%,23%,0%,3%,3%,-1,2
Cn1ccc(NC(=O)c2ccc(Cl)cc2Cl)n1,-1,nt,3,nt,-20%,nt,-2%,3%,nt,19
CCCCNC(=S)N/N=C/c1ccc(C#N)cc1,-3,8%,-2,-10%,19%,1%,0%,6%,0,-7
CN(C)c1ccc(C(=O)NN2C(=O)c3ccccc3C2=O)cc1,1,6%,0,11%,-8%,4%,5%,-2%,1,4
FC(F)(F)c1ccc(-c2nnc(-c3ccccn3)c(-c3ccccn3)n2)nc1,-8,nt,nt,1%,-4%,0%,-3%,-5%,-4,-2
COC(=O)c1ccc(S(=O)(=O)NCc2ccc(S(N)(=O)=O)cc2)n1C,1,-3%,0,-5%,2%,4%,12%,0%,2,0
CCc1nc(SCC(=O)N2CCC(Cc3ccccc3)CC2)c2c(=O)n(C)c(=O)n(C)c2n1,nt,4%,3,-8%,nt,-4%,nt,5%,2,nt

# Individual results from the entries so far.
# Result for COC(=O)c1ccc(S(=O)(=O)NCc2ccc(S(N)(=O)=O)cc2)n1C under A-T KAP1 phos: 0%
# Result for FC(F)(F)c1ccc(-c2nnc(-c3ccccn3)c(-c3ccccn3)n2)nc1 under Integrin act MD: -4%

# Rows are unselected. About 2% of those tested had a hit in this group.
